# High-throughput results (PubChem)
# M. tuberculosis HTS: M. tuberculosis growth inhibition, HTS (AID 449762). M. tuberculosis H37Rv growth inhibition, 7H9 media; higher % means a stronger effect. one-dose inhibition, % at 25 µM; IC50 in µM for titrated hits. actives 0.59% (n = 330,000); in the data active means a potency from the dose series; inconclusive means inhibition above about 70% without an active follow-up result;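 further: bacterial growth assessed after seven days of incubation; strong numbers were not always called active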
# VEEV TC-83 Vero: inhibitors of VEEV TC-83 cytopathic effect, confirmation, Vero cells (AID 588727); actives 0.13% (n = 350,000); Vero cells, VEEV TC-83 cytopathic effect inhibition; higher % means a stronger effect; inhibition, % at 20 µM; hits with a dose series show IC50 in µM; in the data active means a potency from the dose series; inconclusive means inhibition mostly from about 14% at the one dose, without a potency; inactive means the rest, 99 in 100 with inhibition below about 12%; further: strong numbers were not always called active
# tuberculosis growth: growth inhibition of non-replicating M. tuberculosis (AID 488890); Mycobacterium tuberculosis non-replicating, growth inhibition; higher % means a stronger effect; inhibition, % at 25 µM; hits with a dose series show IC50 in µM; actives 0.39% (n = 320,000); in the data active means a potency from the dose series; inconclusive means inhibition mostly from about 82% at the one dose, without a potency; inactive means the rest, 99 in 100 with inhibition below about 76%;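 further: plate controls were DMSO cells for no effect and high antibiotic wells for full effect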
# PhoP GFP inhibition: PhoP regulon inhibitors, Salmonella typhi PhoP promoter GFP reporter, confirmatory (AID 1850) | actives 0.33% (n = 310,000) | Salmonella Typhi PhoP-promoter GFP reporter, fluorescence, 4 h; higher % means a stronger effect | one-dose inhibition, % at 50 µM; IC50 in µM for titrated hits; in the data active means a potency from the dose series; inconclusive means inhibition mostly from about 25% at the one dose, without a potency; inactive means the rest, 99 in 100 with inhibition below about 19%;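 further: 0% = induced wells with vehicle and 100% = uninduced wells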
# influenza NS1A: NS1A inhibition, H1N1 influenza, cell based functional assay (AID 504329) | NS1A functional cell-based assay, percent inhibition; higher % means a stronger effect | one-dose inhibition, % at 12.5 µM; IC50 in µM for titrated hits | actives 0.3% (n = 340,000); in the data active means a potency from the dose series; inconclusive means inhibition above about 27% without an active follow-up result; further: strong numbers were not always called active
# VEEV TC-83 Vero 10K pilot screen: also measured in VEEV TC-83 Vero; calls as there; inhibition, %; measured here: 10K pilot screen inhibition
# * = called active by the depositor; i = inactive; ? = inconclusive; · = not tested or not shown.
SMILES,M. tuberculosis HTS,VEEV TC-83 Vero,tuberculosis growth,PhoP GFP inhibition,influenza NS1A,others
Cc1ccc(C(=O)NCC(=O)NCC(=O)OCc2ccc(Oc3ccc([N+](=O)[O-])cc3)cc2)cc1,-1.6%,8.6%,8.1%,3.1%,9.8%,
COc1cc(Cl)c(C)cc1NC(=O)CCN1C(=O)NC(C)(C)C1=O,·,2.0%,·,·,-8.6%,
CC(=O)N(C)c1ccc(OCC(O)CN(Cc2ccco2)S(=O)(=O)c2ccc(C)cc2)cc1 (stereo not given),-0.3%,0.4%,23.1%,1.5%,15.4%,
CCOC(=O)c1c(S(=O)(=O)NCC(=O)N2CCN(c3ccccc3OC)CC2)c(C)n(C)c1C,-0.9%,1.4%,6.1%,5.9%,-1.8%,
CCN(CC)C(=O)C1=C(C)NC(=S)NC1c1ccc(C)s1 (stereo not given),-2.5%,1.2%,8.0%,-3.1%,7.4%,
O=c1c2ccccc2oc2c1ccc1ccccc12,·,0.3%,·,·,15.6%,
CC(=O)c1c(C)[nH]c(C(=O)OCC(=O)Nc2ccc(C)cc2[N+](=O)[O-])c1C,-7.5%,2.1%,-0.8%,4.0%,3.3%,
Cc1cccc(Cn2c(N3CCN(C)CC3)nc3c2c(=O)[nH]c(=O)n3C)c1,3.5%,0.5%,-7.5%,-3.2%,3.8%,
O=C(Nc1cc2cc([N+](=O)[O-])ccc2oc1=O)c1cccs1,2.6%,·,-11.0%,6.3%,·,
COc1ccc(-n2c(SCC(=O)Nc3ccccc3OC)nc(O)c(Cc3ccccc3)c2=O)cc1,5.3%,1.5%,27.7%,-14.8%,3.4%,
Nc1nnc(N)c2ccccc12,6.8%,7.2%,-3.3%,-2.6%,14.8%,
CC(C(=O)Nc1ccc(S(=O)(=O)N2CCCC2)cc1)N1CCc2ccccc2C1 (stereo not given),3.8%,1.0%,16.2%,·,-7.8%,
Cc1ccc(C(=O)Cn2cncn2)cc1,9.3%,0.8%,15.5%,0.3%,-3.4%,
O=C(O)c1ccc(-c2ccc(OS(=O)(=O)c3ccccc3F)cc2)cc1,-1.4%,i,25.1%,6.9%,2.6%,
O=C(CCC1CCCN(C(=O)c2ccncc2)C1)NCc1ccc(F)c(F)c1 (stereo not given),-0.8%,i,-1.7%,-25.0%,-0.1%,
CN(C)S(=O)(=O)c1cccc(COc2cccnc2[N+](=O)[O-])c1,-2.6%,i,10.8%,-3.3%,-5.5%,
COc1cccc(NC(=O)NC2CCCCC2C)c1 (stereo not given),-0.3%,i,8.5%,6.6%,-1.2%,
CCOC(=O)CC1=C(C(=O)OCC)C(c2ccncc2)C(C#N)=C(N)O1 (stereo not given),·,0.4%,·,·,-1.6%,
CC1C(=O)N2CCCc3cc(NC(=O)COc4ccc(Cl)cc4)cc1c32 (stereo not given),33.0%,10.1%,34.8%,7.3%,1.0%,
O=C(O)CC(NC(=O)c1ccncc1)c1ccccc1 (stereo not given),-1.6%,0.6%,-8.8%,1.2%,5.6%,
Nc1nc2c(c(=O)[nH]1)C(c1ccccc1)C1=C(N2)c2ccccc2C1=O (stereo not given),11.6%,0.9%,15.2%,7.9%,-1.0%,
O=C(COC(=O)CC1CC2CCC1C2)Nc1cccc(S(=O)(=O)NC2=NCCCCC2)c1 (stereo not given),2.0%,1.3%,-15.6%,0.6%,-3.3%,
COc1ccccc1C(=O)NC(CCSC)C(=O)OCC(=O)NC(=O)NCc1ccco1 (stereo not given),-0.9%,6.7%,-2.5%,-13.1%,9.3%,
CCCCn1cnc2c(SCc3ccccn3)nc(N)nc21,·,i,·,·,4.1%,
COc1cc(C=O)cc(Br)c1OCC(N)=O,5.6%,0.0%,9.8%,-10.2%,5.8%,

# Pulled by structure from the entries so far (six):
SMILES,M. tuberculosis HTS,VEEV TC-83 Vero,tuberculosis growth,PhoP GFP inhibition,influenza NS1A,others
Nc1nc2c(c(=O)[nH]1)C(c1ccccc1)C1=C(N2)c2ccccc2C1=O (stereo not given),11.6%,0.9%,15.2%,7.9%,-1.0%,
O=C(CCC1CCCN(C(=O)c2ccncc2)C1)NCc1ccc(F)c(F)c1 (stereo not given),-0.8%,i,-1.7%,-25.0%,-0.1%,
CCOC(=O)CC1=C(C(=O)OCC)C(c2ccncc2)C(C#N)=C(N)O1 (stereo not given),·,0.4%,·,·,-1.6%,
Cc1cccc(Cn2c(N3CCN(C)CC3)nc3c2c(=O)[nH]c(=O)n3C)c1,3.5%,0.5%,-7.5%,-3.2%,3.8%,
CCOC(=O)c1c(S(=O)(=O)NCC(=O)N2CCN(c3ccccc3OC)CC2)c(C)n(C)c1C,-0.9%,1.4%,6.1%,5.9%,-1.8%,
O=c1c2ccccc2oc2c1ccc1ccccc12,·,0.3%,·,·,15.6%,

# The listing continues:
SMILES,M. tuberculosis HTS,VEEV TC-83 Vero,tuberculosis growth,PhoP GFP inhibition,influenza NS1A,others
CCOC(=O)c1c(NC(=O)Cn2c(=O)oc3ccccc32)oc(C)c1C(C)=O,2.9%,i,9.6%,4.8%,-1.4%,
O=S(=O)(c1ccc(F)c2ccccc12)N1CCCCC1,3.3%,3.6%,27.5%,?,4.3%,
Cn1nnc2cc(C(=O)NCc3ccc4c(c3)OCO4)ccc21,1.6%,0.3%,-6.3%,-2.5%,-9.7%,
COc1ccc(S(=O)(=O)Nc2c(C)nc3nc(C)[nH]n3c2=O)cc1,8.1%,i,-7.0%,5.4%,8.0%,
CC(C)(CNC(=O)c1cc(=O)[nH]c2ccccc12)N1CCOCC1,2.2%,0.4%,1.2%,2.0%,-1.2%,
COc1ccc(OCC(=O)OCCN(C)C)cc1,-0.2%,0.5%,-2.8%,12.4%,-4.5%,
Cc1ccc2c(c1)N(CC(=O)NCCc1ccc(Cl)cc1)C(=O)c1cccnc1O2,3.7%,7.6%,6.4%,-11.2%,10.5%,
Nc1ccc(CSc2ccccc2)cc1,·,2.1%,·,·,-0.5%,
O=C(CNC(=O)c1ccc(Cl)cc1Cl)OCC(=O)c1ccc2c(c1)OCCO2,8.7%,0.6%,22.3%,5.0%,6.3%,
COc1ccccc1C(=O)OC(C)CN1CCN(C)CC1 (stereo not given),-1.0%,i,8.0%,1.1%,-2.8%,
CC(C)(C)OC(=O)NNC(=O)c1ccc(Cl)cc1,1.9%,0.5%,-1.6%,-2.2%,-1.8%,
C=CCOc1c(Cl)cc(CNc2ccc(C)c(Cl)c2)cc1OC,-6.4%,·,14.1%,-0.5%,·,
Cc1ccc(NC(=O)NNC(=O)COc2ccc(Cl)cc2)cc1,2.5%,i,1.8%,-0.3%,-12.7%,
CCOc1ccc(S(=O)(=O)N2CCN(C(=S)NCc3ccccc3)CC2)cc1,-5.9%,4.5%,11.2%,-9.0%,-10.0%,
O=C(O)Cn1cc(C(=S)N2CCCCC2)c2ccccc21,0.5%,0.6%,13.5%,-17.4%,-18.1%,
CCC(C)c1ccc(NC(=O)COC(=O)CCNC(=O)c2ccco2)cc1 (stereo not given),-1.6%,i,2.4%,·,-0.5%,
O=C1C(=O)N(CCOCCO)C(c2ccccn2)/C1=C(\O)c1ccccc1 (stereo not given),-12.3%,0.2%,·,-3.0%,2.4%,
CCC(CC)NC(=O)c1cccc(NC(=O)C(C)C)c1,1.7%,0.3%,-10.3%,-3.0%,-4.0%,
C[C@H](CO)N1C[C@H](C)[C@@H](CN(C)C(=O)NC2CCCCC2)Oc2c(NC(=O)CCC(F)(F)F)cccc2C1=O,-1.4%,i,16.6%,·,-0.5%,
COc1ccccc1-c1nc2ccccc2nc1-c1ccccc1,-2.9%,0.5%,27.9%,-8.2%,-1.4%,
CCOC(=O)C1=CN(CC)S(=O)(=O)NC1c1ccc(F)c(Cl)c1 (stereo not given),·,0.7%,·,·,0.9%,
Cn1c(=O)c2c(nc(N3CCN(c4ccccc4)CC3)n2CCCc2ccccc2)n(C)c1=O,-2.9%,8.8%,3.8%,-1.2%,-9.3%,
COc1ccc(NC(=O)C2CCCN(c3cnccn3)C2)cc1 (stereo not given),3.7%,3.1%,-7.3%,8.3%,4.4%,
COc1ccc(C(=O)NC(C(=O)N2CCN(c3ccccc3O)CC2)C(C)C)cc1 (stereo not given),-5.0%,5.0%,-1.9%,8.3%,4.5%,
COc1ccc(C2CC(c3cccs3)=NN2c2ccccc2)cc1 (stereo not given),12.3%,i,56.8%,-8.5%,-20.4%,

# Structures from the list above with a nitro group on carbon, in the order listed:
SMILES,M. tuberculosis HTS,VEEV TC-83 Vero,tuberculosis growth,PhoP GFP inhibition,influenza NS1A,others
Cc1ccc(C(=O)NCC(=O)NCC(=O)OCc2ccc(Oc3ccc([N+](=O)[O-])cc3)cc2)cc1,-1.6%,8.6%,8.1%,3.1%,9.8%,
CC(=O)c1c(C)[nH]c(C(=O)OCC(=O)Nc2ccc(C)cc2[N+](=O)[O-])c1C,-7.5%,2.1%,-0.8%,4.0%,3.3%,
O=C(Nc1cc2cc([N+](=O)[O-])ccc2oc1=O)c1cccs1,2.6%,·,-11.0%,6.3%,·,
CN(C)S(=O)(=O)c1cccc(COc2cccnc2[N+](=O)[O-])c1,-2.6%,i,10.8%,-3.3%,-5.5%,

# Additional compounds.
SMILES,M. tuberculosis HTS,VEEV TC-83 Vero,tuberculosis growth,PhoP GFP inhibition,influenza NS1A,others
COc1ccc(CNC(=O)Nc2ccc3c(c2)N(C)C(=O)CS3)cc1,-1.5%,0.6%,28.6%,-0.5%,0.3%,
Nc1nonc1C(=O)OCC(=O)N1CCOCC1,-6.3%,i,3.6%,·,-9.6%,
Cc1cc(=O)oc2cc(NS(=O)(=O)c3ccc(F)cc3)ccc12,-0.6%,3.9%,-2.1%,-14.4%,-2.3%,
Cn1cc(CC(=O)NC2CCCCC2)c2ccccc21,3.6%,0.6%,24.2%,-3.8%,-0.2%,
CC(NC(=O)COC(=O)c1ccc2ccccc2n1)C1CC2CCC1C2 (stereo not given),17.5%,0.1%,?,-27.1%,-2.9%,
CCCSc1ccc([C@@H]2[C@@H]3C(=O)N(C)C(=O)[C@@H]3[C@]3(C(=O)OC)CCCN23)cc1OC,-7.2%,0.8%,-6.8%,-9.3%,6.2%,
COc1cc(/C=N/NC(=S)Nc2cccc(S(=O)(=O)N(C)C)c2)cc(OC)c1O,-1.0%,i,-20.8%,3.6%,-0.7%,
COc1ccc(-n2c(SCC(=O)OC(C)C)nnc2-c2ccccn2)cc1,-2.5%,0.8%,70.8%,13.3%,-2.2%,
NC(=O)c1nsc(C(=O)N(CC(=O)NCc2ccco2)c2ccccc2F)c1N,0.8%,5.1%,9.2%,0.2%,-1.0%,
Cn1nc2c(c1C(=O)N1CCCC(C(=O)c3cc(F)ccc3F)C1)CCCC2 (stereo not given),-1.2%,i,18.9%,-3.0%,0.6%,VEEV TC-83 Vero 10K pilot screen=0.4
COC(=O)c1ccc(N2C(=O)c3ccc(OC)c(OC)c3C2=O)cc1,8.9%,4.0%,2.9%,-6.7%,-7.8%,
COc1ccc(S(=O)(=O)NCCc2c(C)nn(C)c2Oc2ccccc2)cc1,-3.0%,3.6%,13.0%,2.2%,2.0%,
O=c1[nH]c(/C=C\c2cccc(C(F)(F)F)c2)nc(O)c1[N+](=O)[O-],·,0.5%,·,·,0.8%,
CCN1C(=O)C(=O)N(CC(=O)c2[nH]c(C)c(C(C)=O)c2C)C1=O,-2.6%,7.1%,-4.8%,-7.4%,-7.8%,
CCn1c(C(=O)O)c(CC(=O)NC2CCCCCC2)c2ccccc21,1.8%,2.0%,24.3%,-3.9%,1.3%,
